Fluorescein fluor – fluorescein region autofluorescence; Compound autofluorescence, 480/540 nm, fluorescein-equivalent; active compounds read high; max fluorescein-equivalent concentration, M; actives 0.91% (n = 59,000); in the data active means max fluorescein-equivalent concentration above about 10 nM; inconclusive means between about 1.1 nM and that limit
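In this qHTS profile, compound fluorescence was measured with a 480 nm/540 nm filter pair following a 15-min room-temperature incubation in 100 mM Tris (pH 8.0). A six-point fluorescein series on each plate served for normalization.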
ERK AVP inh – vasopressin-driven ERK pathway inhibition | HEK293-V1b, vasopressin-stimulated pERK AlphaScreen | Potency, µM (series often up to 57.5 µM), without a hit: top-dose activity, negative = inhibition, usual class: inhibitors | actives 0.99% (n = 72,000); further: potency means the concentration at half of the fitted maximal effect; on the % scale 0 is the no-effect control and ±100 the full control effect; nearly all actives have a fitted effect of over 55% in size
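qHTS, compounds titrated on V1b-expressing HEK293 cells. Preincubation 30 min at 37C, vasopressin 25 nM for 5 min, lysis 10 min, bead incubation 5 hr at room temperature.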
Casp7 inh – allosteric or competitive inhibitors of human caspase-7; P55210; recombinant caspase-7, Ac-DEVD-AFC fluorescence rate; Potency, µM (series often up to 57.5 µM), without a hit: top-dose activity change, negative = inhibition, most hits filed as inhibitors; actives 0.02% (n = 75,000); AID 889; active means well fitted inhibition curve with a large enough effect in the main read-out, with a control signal flat, not every such curve was filed as active; inconclusive means small, poorly fitted or top-dose-only effect, or a change in a side signal; further: potency means the concentration at half of the fitted maximal effect; % of control where 0% means no effect
Casp1 inh – allosteric or competitive inhibitors of human caspase-1; P29466; Caspase-1 enzyme, Ac-WEHD-AFC fluorogenic rate; Potency, µM (doses to about 57.5 µM), for the others: top-dose activity change, negative = inhibition, usual class: inhibitors; actives 0.03% (n = 75,000); AID 900;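 further: potency means the concentration at half of the fitted maximal effect; plate controls were vehicle for no effect and no substrate for full effect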
USP2a inh – USP2a (human) protease inhibition; USP2a enzymatic assay, qHTS inhibition; Potency, µM (series often up to 38.3 µM), for inactives: at the top dose activity change, negative = inhibition, most hits filed as inhibitors; actives 0.1% (n = 60,000);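 further: potency means the concentration at half of the fitted maximal effect; nearly all actives have a fitted effect of over 60% in size; plate controls were DMSO for no effect and NEM full inhibition control for full effect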
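USP2 core (20nM final) preincubated 30 min RT with compound, then Ub-PLA2 20nM and NBD C6-HPC 20uM final added; buffer 20mM Tris-HCl pH 8.0, 2mM CaCl2. Fluorescence Ex 460/Em 535 read at 0 and 2.5 h; normalized to NEM.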
TexasRed autofl – Texas Red region autofluorescence; Compound fluorescence, Texas Red channel, 547/618 nm; active compounds read high; max dye-equivalent concentration, M; actives 0.06% (n = 59,000); in the data active means max dye-equivalent concentration above about 10 nM; inconclusive means between about 1.1 nM and that limit
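qHTS profiling of intrinsic compound fluorescence; 100 mM Tris pH 8.0; 15 min RT; ex 547 / em 618 nm; response expressed as Texas Red dye-equivalent concentration from six-point plate standard.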
Rhodamine fluor – rhodamine region autofluorescence; Rhodamine-region fluorescence, 547/598 nm, Tris buffer; active compounds read high; max dye-equivalent concentration, M; actives 0.05% (n = 59,000); AID 594; in the data active means max dye-equivalent concentration above about 11 nM; inconclusive means between about 1.1 nM and that limit
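Compounds in 100 mM Tris buffer, pH 8.0, were incubated 15 min at room temperature, then read at 547 nm excitation and 598 nm emission. Fluorescence was normalized against a per-plate six-point rhodamine standard curve as dye-equivalent concentration.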
FLuc inh – inhibitors of firefly luciferase. actives 2.2% (n = 72,000). P08659. purified firefly luciferase, luminescence, 8 min. Potency, µM (titrated, usually from 57.1 µM), without a hit: at the highest dose activity change, negative = inhibition, hits mostly inhibitors; further: potency means the concentration at half of the fitted maximal effect; on the % scale 0 is the no-effect control and ±100 the full control effect; nearly all actives have a fitted effect of over 40% in size
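Substrate buffer containing 10 uM ATP (pH 7.2 imidazole, Mg2+, KCl, detergent, BSA) is dispensed, compound pinned in, then luciferase/luciferin detector mix added. After 8 min at ambient temperature, light output is measured.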
* hit, by the source's call; i = inactive; ? = inconclusive; nt = not tested or not shown; [ ] = another dose, or the depositor's remark. Unless noted, the call rests on the fitted dose curve; in most records, active means well fitted curve in the direction sought with a large enough effect; inconclusive means small, poorly fitted or top-dose-only effect, or another doubt; inactive means no such curve, though single readings can be large; an effect the other way counts as inactive or inconclusive. The list is partial (hit frequency here may not be typical).

Labels used below: A = Fluorescein fluor; B = ERK AVP inh; C = Casp7 inh; D = Casp1 inh; E = USP2a inh; F = TexasRed autofl; G = Rhodamine fluor; H = FLuc inh
> CN(C)CCOc1ccccc1Cc1ccccc1
  A: ?	B: nt	C: nt	D: nt	E: nt	F: i	G: i	H: 1%[25.5 µM]

> C[C@@H]1C[C@H]2[C@@H]3C[C@H](F)C4=CC(=O)C=C[C@]4(C)[C@@]3(F)[C@@H](O)C[C@]2(C)[C@@]1(O)C(=O)COC(=O)C(C)(C)C
  A: i	B: nt	C: nt	D: nt	E: nt	F: i	G: i	H: -2%[25.5 µM]

> O=c1ccn([C@H]2C[C@H](O)[C@@H](CO)O2)c(=O)[nH]1
  A: nt	B: 8%	C: 0%	D: 4%	E: nt	F: nt	G: nt	H: nt

> Nc1ncnc2nc[nH]c12
  A: nt	B: -24%	C: -1%	D: 1%	E: -2%	F: nt	G: nt	H: nt

> Cc1cc(C)cc(OCC2CNC(=O)O2)c1 (stereo unspecified)
  A: nt	B: 3%	C: 2%	D: 4%	E: 2%	F: nt	G: nt	H: nt

> Nc1c2c(nc3ccccc13)CCCC2O (stereo unspecified)
  A: nt	B: 4%	C: 0%	D: 0%	E: -5%	F: nt	G: nt	H: nt

> C#C[C@@]1(O)CCC2C3CCC4=CC(=O)CCC4C3CC[C@@]21CC (stereo partly specified)
  A: nt	B: -20%	C: 0%	D: 2%	E: -4%	F: nt	G: nt	H: nt

> CC1CCC(C(C)C)C(=O)C1 (stereo unspecified)
  A: nt	B: 17%	C: 0%	D: -1%	E: 0%	F: nt	G: nt	H: nt

> CC1CC2C3CC(F)C4=CC(=O)C=C[C@@]4(C)[C@@]3(F)C(O)C[C@]2(C)[C@]1(O)C(=O)COC(=O)C(C)(C)C (stereo partly specified)
  A: nt	B: 10%	C: -3%	D: 1%	E: 15%	F: nt	G: nt	H: nt

> COc1ccccc1OCCNCC(O)COc1cccc2[nH]c3ccccc3c12 (stereo unspecified)
  A: nt	B: -2%	C: 1%	D: -1%	E: 21%	F: nt	G: nt	H: nt

> CC1(C)OC2CC3C4CC(F)C5=CC(=O)C=C[C@@]5(C)[C@@]4(F)C(O)C[C@@]3(C)[C@]2(C(=O)CO)O1 (stereo partly specified)
  A: nt	B: 3%	C: 3%	D: 1%	E: 7%	F: nt	G: nt	H: nt

> COc1ccc2ccc(=O)oc2c1
  A: nt	B: -14%	C: 2%	D: 1%	E: -9%	F: nt	G: nt	H: nt

> COc1ccc(-c2cc(=O)c3c(O)c(OC)c(OC)c(OC)c3o2)cc1OC
  A: nt	B: ?	C: 1%	D: 0%	E: 48%[activator]	F: nt	G: nt	H: nt

Not a retest: 11 of the compounds above.
Labels used below: A = Fluorescein fluor; B = ERK AVP inh; C = Casp7 inh; D = Casp1 inh; E = USP2a inh; F = TexasRed autofl; G = Rhodamine fluor; H = FLuc inh
> O=c1ccn([C@H]2C[C@H](O)[C@@H](CO)O2)c(=O)[nH]1
  A: nt	B: 8%	C: 0%	D: 4%	E: nt	F: nt	G: nt	H: nt

> Nc1ncnc2nc[nH]c12
  A: nt	B: -24%	C: -1%	D: 1%	E: -2%	F: nt	G: nt	H: nt

> Cc1cc(C)cc(OCC2CNC(=O)O2)c1 (stereo unspecified)
  A: nt	B: 3%	C: 2%	D: 4%	E: 2%	F: nt	G: nt	H: nt

> Nc1c2c(nc3ccccc13)CCCC2O (stereo unspecified)
  A: nt	B: 4%	C: 0%	D: 0%	E: -5%	F: nt	G: nt	H: nt

> C#C[C@@]1(O)CCC2C3CCC4=CC(=O)CCC4C3CC[C@@]21CC (stereo partly specified)
  A: nt	B: -20%	C: 0%	D: 2%	E: -4%	F: nt	G: nt	H: nt

> CC1CCC(C(C)C)C(=O)C1 (stereo unspecified)
  A: nt	B: 17%	C: 0%	D: -1%	E: 0%	F: nt	G: nt	H: nt

> CC1CC2C3CC(F)C4=CC(=O)C=C[C@@]4(C)[C@@]3(F)C(O)C[C@]2(C)[C@]1(O)C(=O)COC(=O)C(C)(C)C (stereo partly specified)
  A: nt	B: 10%	C: -3%	D: 1%	E: 15%	F: nt	G: nt	H: nt

> COc1ccccc1OCCNCC(O)COc1cccc2[nH]c3ccccc3c12 (stereo unspecified)
  A: nt	B: -2%	C: 1%	D: -1%	E: 21%	F: nt	G: nt	H: nt

> CC1(C)OC2CC3C4CC(F)C5=CC(=O)C=C[C@@]5(C)[C@@]4(F)C(O)C[C@@]3(C)[C@]2(C(=O)CO)O1 (stereo partly specified)
  A: nt	B: 3%	C: 3%	D: 1%	E: 7%	F: nt	G: nt	H: nt

> COc1ccc2ccc(=O)oc2c1
  A: nt	B: -14%	C: 2%	D: 1%	E: -9%	F: nt	G: nt	H: nt

> COc1ccc(-c2cc(=O)c3c(O)c(OC)c(OC)c(OC)c3o2)cc1OC
  A: nt	B: ?	C: 1%	D: 0%	E: 48%[activator]	F: nt	G: nt	H: nt
